Screening data deposited in PubChem by several laboratories.
C8 TRAIL sens: sensitizes caspase-8 expressing cells to TRAIL; NB7+C8 cells + TRAIL, ATPlite viability luminescence; inhibition (viability loss, TRAIL sensitization), % at 10 µM; actives 1% (n = 360,000); AID 624354;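 active = compounds causing at least 50% loss of cell viability in the single-dose screen, relative to plate controls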
NR2F2 inh: NR2F2 (human) inhibition, primary screen; HEK293T NGFI-A luciferase reporter, luminescence; P24468; inhibition, % at 8.6 µM; actives 0.7% (n = 370,000); AID 686940;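 active = inhibition above a per-plate cutoff, mean inhibition of test wells between control levels plus 3 SD, cut at about 38% in these data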;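 also: cells cotransfected with COUP-TFII expression vector driving the NGFI-A reporter; 0% = median of COUP-TF2 test wells and 100% = reporter-only cells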
NCOA3 inh: inhibits human SRC3 coactivator. Q9Y6Q9. actives 0.17% (n = 360,000). AID 588352. HEK293 GAL4-SRC3 luciferase reporter, luminescence. inhibition, % at 3.6 µM;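 active = inhibition above a per-campaign cutoff, the mean of all compounds plus 3 SD, cut at about 60% in these data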;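 also: 0% = DMSO-treated cells and 100% = gossypol-treated cells at 36 µM; higher means less SRC3-driven luciferase light from the GAL4 reporter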
NCOA2 inhibitor: human SRC2 (NCOA2) inhibition. HEK293 GAL4-SRC2 luciferase reporter, luminescence. inhibition, % at 9 µM. Q15596. actives 0.17% (n = 370,000). AID 651957;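 active = inhibition above the mean inhibition of all tested compounds plus 3 SD, set per campaign, cut at about 52% in these data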;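 also: 0% = DMSO treated cells and 100% = cells given Gossypol at 36 µM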
Target sequence (Q15596 whole entry, looked up, the tested form may be a part): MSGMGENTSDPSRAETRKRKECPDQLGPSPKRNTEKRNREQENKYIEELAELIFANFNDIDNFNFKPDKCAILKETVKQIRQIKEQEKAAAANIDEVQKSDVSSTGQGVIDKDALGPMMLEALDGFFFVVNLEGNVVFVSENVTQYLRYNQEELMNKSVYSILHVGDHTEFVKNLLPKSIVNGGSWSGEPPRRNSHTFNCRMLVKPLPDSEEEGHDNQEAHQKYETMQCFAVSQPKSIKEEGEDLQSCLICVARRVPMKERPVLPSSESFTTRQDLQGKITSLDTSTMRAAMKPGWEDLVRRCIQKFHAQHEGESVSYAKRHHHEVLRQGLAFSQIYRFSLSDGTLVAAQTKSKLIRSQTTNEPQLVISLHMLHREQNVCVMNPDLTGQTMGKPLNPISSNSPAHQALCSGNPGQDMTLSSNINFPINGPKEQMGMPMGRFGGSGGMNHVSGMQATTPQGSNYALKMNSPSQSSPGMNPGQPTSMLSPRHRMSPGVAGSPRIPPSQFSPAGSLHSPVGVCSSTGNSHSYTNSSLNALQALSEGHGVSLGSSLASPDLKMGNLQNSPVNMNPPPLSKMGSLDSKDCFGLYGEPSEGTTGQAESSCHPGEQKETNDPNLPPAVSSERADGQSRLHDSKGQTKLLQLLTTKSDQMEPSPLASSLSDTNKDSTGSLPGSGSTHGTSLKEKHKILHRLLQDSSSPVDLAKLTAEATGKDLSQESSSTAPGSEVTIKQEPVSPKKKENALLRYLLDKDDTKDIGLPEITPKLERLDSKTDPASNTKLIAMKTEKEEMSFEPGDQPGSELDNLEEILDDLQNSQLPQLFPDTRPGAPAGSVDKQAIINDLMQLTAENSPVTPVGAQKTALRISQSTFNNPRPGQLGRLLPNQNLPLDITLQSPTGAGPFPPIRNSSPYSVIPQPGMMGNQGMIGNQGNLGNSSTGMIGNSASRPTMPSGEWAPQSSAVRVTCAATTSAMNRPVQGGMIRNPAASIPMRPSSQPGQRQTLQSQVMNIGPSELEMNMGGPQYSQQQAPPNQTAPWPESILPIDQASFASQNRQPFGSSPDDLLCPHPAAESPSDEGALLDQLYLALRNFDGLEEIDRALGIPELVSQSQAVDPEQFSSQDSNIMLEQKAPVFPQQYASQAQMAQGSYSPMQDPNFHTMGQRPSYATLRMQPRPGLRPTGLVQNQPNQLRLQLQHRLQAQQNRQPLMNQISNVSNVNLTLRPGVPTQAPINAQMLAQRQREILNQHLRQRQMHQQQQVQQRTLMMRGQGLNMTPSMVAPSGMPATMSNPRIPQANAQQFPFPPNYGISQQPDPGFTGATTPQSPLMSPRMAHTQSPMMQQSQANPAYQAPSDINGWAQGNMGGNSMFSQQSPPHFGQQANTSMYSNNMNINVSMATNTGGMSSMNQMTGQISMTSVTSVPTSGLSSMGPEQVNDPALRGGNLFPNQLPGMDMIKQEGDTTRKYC
NCOA1 inh: inhibits human SRC1 coactivator; Q15788; HEK293 GAL4-SRC1 luciferase reporter, luminescence; inhibition, % at 3.6 µM; actives 0.12% (n = 360,000); AID 588354;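 active = inhibition above the campaign mean plus 3 SD, with each screening campaign given its own cutoff, cut at about 60% in these data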;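 also: 0% = DMSO treated cells and 100% = gossypol at 36 µM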
TROY NFkB inh: inhibitors of TROY-dependent NF-kB signaling | Q293 LMP1-TROYcd NF-kB luciferase reporter, 4 h | inhibition, % at 10 µM | actives 0.98% (n = 360,000) | AID 1347056;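 active = compounds whose plate-normalised and pattern-corrected inhibition of the luciferase reporter signal at the single screening dose is 50% or more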
CF NFkB block: cystic fibrosis NF-kB activation inhibition; actives 0.86% (n = 360,000); AID 588850; KKLEB NF-kB-GFP reporter, PAF-induced, GFP fluorescence overnight; inhibition, % at 5 µM;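 active = at least 50% inhibition at 5 µM, scaled per plate between neutral and stimulator controls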;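 also: PAF is a Pseudomonas aeruginosa culture filtrate used as stimulus; plate controls were PAF-stimulated DMSO wells for no effect and unstimulated DMSO wells for full effect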
EBV LMP1 NFkB: reduces LMP1-driven NF-kappaB luciferase signal. LMP1-induced NF-kappaB luciferase reporter cells, luminescence. actives 0.69% (n = 350,000). inhibition, % at 12.5 µM; in the data active = inhibition above about 41%;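 also: 0% = neutral control wells and 100% = reference inhibitor control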
TWEAK Fn14 block: inhibitors of TWEAK-Fn14 interaction signaling; TWEAK-stimulated Fn14 reporter cells, luciferase luminescence, 8 h; inhibition, % at 10 µM; actives 2% (n = 360,000); in the data active = inhibition above about 50%
NR5A2 inv ag: inverse agonists of human LRH-1 (NR5A2); O00482; HEK293T StAR-luciferase reporter, LRH-1 transfected, 24 h; inhibition, % at 3.6 µM; actives 0.13% (n = 360,000);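 active = inhibition above the mean inhibition of all tested compounds plus 3 SD, cut at about 73% in these data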;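 also: 0% = DMSO wells and 100% = reporter-only cells lacking LRH-1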
KKLEB tox: counter-screen for CF NF-kB inhibitors: cytotoxicity. AID 602141. actives 0.36% (n = 360,000). KKLEB CF airway cells viability, ATPlite luminescence, overnight; stronger effect = lower value; cells stimulated with P. aeruginosa culture filtrate. activity change (cytotoxicity), % at 5 µM;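 active = corrected activity change at or below -50% at 5 µM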
Starred values were filed as active, the others as inactive; . = not tested or not shown.

SMILES | C8 TRAIL sens | NR2F2 inh | NCOA3 inh | NCOA2 inhibitor | NCOA1 inh | TROY NFkB inh | CF NFkB block | EBV LMP1 NFkB | TWEAK Fn14 block | NR5A2 inv ag | KKLEB tox
CC(=O)Nc1cc(-c2ccccc2N(C)C)cn2c(-c3ccccc3)cnc12 | 19 | -8 | -14 | -15 | -2 | 17 | -49 | . | -1 | 15 | -8
N#Cc1cn(CC(=O)N2CCCc3ccccc32)c2ccccc12 | -21 | 6 | -14 | 25 | -4 | -17 | 7 | -11 | 11 | -10 | 2
COc1ccc(OCC(O)CN2CCc3ccccc3C2)cc1 (stereo not drawn) | 5 | 6 | -1 | 9 | 17 | 15 | 0 | -3 | 15 | -12 | -9
CC1(C)CC(=O)C2=C(C1)N(CC1CCCO1)C(=O)NC2(C(F)(F)F)C(F)(F)F (stereo not drawn) | -10 | 5 | 14 | -12 | -22 | 0 | 0 | -7 | 3 | -3 | 14
CCOC(=O)CC1(NC(=O)c2cc(COc3cncc(Cl)c3)on2)CCCCC1 | 6 | 27 | 29 | 12 | 1 | 3 | 17 | 8 | -6 | -17 | -4
Cc1cccc(C(=O)OCC(=O)Nc2nnc(-c3ccccc3)o2)c1O | 2 | -2 | 11 | 5 | 1 | -10 | -9 | -2 | -16 | -1 | -14
CCOP(=O)(c1ccccc1)c1nc(-c2ccc(F)cc2)oc1N1CCCCC1 (stereo not drawn) | 0 | 2 | 21 | -16 | 4 | -10 | 6 | -1 | 10 | 1 | -20
Cc1ccc(C)n1-c1ccc(N2CCOCC2)c(Br)c1 | -12 | 9 | -5 | -30 | -12 | -6 | -6 | -6 | -6 | -18 | 8
N#Cc1ccc(OCC(=O)NC2=NCCS2)cc1 | -2 | -5 | -1 | 11 | -16 | -13 | 1 | 2 | -14 | -16 | -24
Cc1ccc(-c2nnc(SCC(=O)N/N=C/c3c(C)nn(-c4ccccc4)c3C)n2-c2ccc(C)cc2)cc1 | 25 | -9 | -2 | -8 | -2 | 23 | 6 | -1 | 0 | 18 | 12
Cc1onc(-c2c(Cl)cccc2Cl)c1C(=O)Nc1ccc2c(c1)OCCO2 | 6 | 18 | 10 | 0 | -5 | 21 | -10 | 11 | 34 | 1 | 3
CCCCNC(=O)COC(=O)CCC(=O)c1ccc(Cl)cc1 | 12 | 13 | 6 | -8 | 17 | 14 | -1 | 8 | 14 | 17 | 0
CSc1cccc(NC(=O)CCCOc2ccc(Cl)cc2C)c1 | -1 | 6 | 1 | 0 | 0 | 4 | -9 | 1 | -15 | -15 | 3
Cc1cccc(NC(=S)NC(=O)c2ccco2)n1 | 4 | 4 | -23 | -27 | -9 | -7 | -13 | -4 | -16 | -27 | -5
O=C1c2cccc3cccc(c23)C(=O)C1(O)O | -15 | 19 | 16 | -3 | 5 | 24 | 32 | -10 | 42 | 14 | -5
CCOC(=O)c1cc2c(=O)n3ccccc3nc2n(CCCOC)c1=NC(=O)C(C)(C)C | 0 | 18 | -9 | -11 | -5 | 10 | -20 | 1 | -18 | 3 | 12
Cc1cccc(-c2nc(NCCCN3CCOCC3)c3ccccc3n2)c1 | 14 | 10 | -30 | 4 | -16 | -27 | -16 | -13 | 7 | -12 | 19
Nn1cnnc1N/N=C/c1cccc(Cl)c1Cl | -5 | 5 | -9 | -23 | 9 | -19 | -10 | -2 | 1 | 18 | 6
CCN(CC)C(=O)COC(=O)c1cc(-c2ccco2)nc2ccccc12 | 3 | -15 | 18 | 11 | -4 | -9 | -21 | -13 | -12 | -6 | -17
Cc1nn(Cc2ccc(Cl)cc2Cl)c(C)c1NC(=O)Cn1nc([N+](=O)[O-])c(Cl)c1C | 23 | 1 | -3 | -10 | -7 | 7 | 8 | 8 | -8 | -12 | -3
COC(=O)CCc1ccc(OCC(O)CNC(C)C)cc1 (stereo not drawn) | -2 | 5 | 6 | 1 | 2 | 5 | 2 | 13 | -7 | -29 | -1
Cc1c(C(=O)O/N=C(\N)c2ccccn2)cccc1[N+](=O)[O-] | 75* | -48 | -45 | -36 | -115 | -15 | -29 | 3 | 67* | -54 | 1
COc1ccc(NS(=O)(=O)c2ccc(C)c(C(=O)N(C)CCc3ccc(OC)c(OC)c3)c2)cc1 | -1 | 11 | -12 | 2 | -16 | 6 | 26 | 0 | -15 | 20 | -16
CC[N+]1(C)CC2CCC(C)(C1)C2(C)C (stereo not drawn) | 8 | -3 | 0 | -20 | 13 | 1 | -2 | -4 | 16 | 4 | 17
CCc1ccc(NC(=O)Cn2c(=O)n(CCC(=O)NC3CCN(Cc4ccccc4)CC3)c(=O)c3ccccc32)cc1 | 2 | 7 | 18 | 10 | 5 | -10 | -8 | -19 | -6 | 14 | 1
Next part
SMILES | C8 TRAIL sens | NR2F2 inh | NCOA3 inh | NCOA2 inhibitor | NCOA1 inh | TROY NFkB inh | CF NFkB block | EBV LMP1 NFkB | TWEAK Fn14 block | NR5A2 inv ag | KKLEB tox
CCOc1ccc(-c2nnn(CC(=O)N3CCCC(C)C3)n2)cc1 (stereo not drawn) | 2 | 15 | 2 | 28 | -7 | -7 | 0 | -3 | 8 | -1 | -4
Cc1cc(C)n(CC(=O)NNC(=O)c2ccc(OC(F)(F)F)cc2)n1 | 6 | 14 | -32 | 1 | 8 | 6 | -1 | 4 | -5 | -10 | -3
CC(C)Nc1ccccc1 | 13 | . | -1 | . | 5 | 2 | -26 | -6 | -6 | -25 | 22
Cc1nc2c(-c3ccc(F)cc3)c(C)nn2c(C)c1CCC(=O)NCCN1CCOCC1 | -11 | 5 | 0 | -53 | -29 | -16 | 18 | -5 | -18 | -1 | -18
COc1ccc(-c2nc(C#N)c(N3CCOCC3)o2)cc1OC | 4 | -14 | -5 | -13 | -11 | -3 | -7 | 2 | -25 | 18 | -5
CCOc1ccc(Cl)cc1-c1cc(C(=O)Nc2cc(OC)ccc2OC)[nH]n1 | 12 | . | -4 | . | 13 | 4 | 13 | . | 19 | 16 | -11
Fc1cccc(Nc2ncnc3[nH]ncc23)c1 | 0 | 12 | 22 | 29 | 10 | 25 | 14 | 18 | 13 | 6 | 9
C=CCCCCCCCCc1nc(SCC(C)=O)n[nH]1 | 5 | 15 | 14 | 14 | -10 | -1 | -5 | 8 | -12 | 13 | 5
Cc1ccc(CNC(=O)CSc2nc(=O)n3ccccc3n2)cc1 | 2 | . | 5 | . | -9 | 0 | -18 | 1 | 8 | -7 | 19
COc1cc(CCC(=O)NCc2ccc(F)cc2)cc(OC)c1OC | 4 | -13 | -35 | 4 | -4 | 1 | 1 | -6 | 2 | -5 | -6
Cc1ccc(S(=O)(=O)NCC(=O)N(CC(=O)NCc2ccco2)Cc2ccco2)cc1 | 10 | 20 | -8 | -6 | -10 | -4 | 9 | -5 | 2 | 3 | 0
Cc1cccc(C)c1C(O)c1ncc(-c2ccccc2C(F)(F)F)[nH]1 (stereo not drawn) | -2 | -5 | 5 | -37 | 2 | -8 | 1 | . | 7 | -4 | -8
C[C@@H]1CCCCO[C@@H](CN(C)S(=O)(=O)c2ccc(F)cc2)[C@@H](C)CN([C@H](C)CO)C(=O)c2cc(N(C)C)ccc2O1 | -1 | 0 | 2 | -3 | -22 | 3 | 33 | 3 | -11 | -15 | -17
COc1ccc(Cl)cc1NC(=O)CN(C)C(=O)C1CC1 | -2 | 2 | 2 | 13 | 11 | -12 | 4 | 2 | 5 | 6 | -3
C=CCN1C(=O)C2C(C(=O)NCc3ccccc3)C3C=CC2(O3)C1C(=O)NC(C)(C)C (stereo not drawn) | 13 | 1 | -6 | 6 | -11 | 0 | -17 | 3 | -3 | 8 | 4
Nc1nc(SCC(=O)N2CCc3ccccc3C2)[nH]c(=O)c1-c1ccccc1 | -10 | -10 | -27 | -10 | -23 | -6 | -36 | -9 | -21 | -7 | 14
CCN(CC)CC1C(=O)N(c2ccc(OC)cc2)C1c1ccccc1 (stereo not drawn) | 25 | -5 | -2 | 3 | -19 | -10 | -29 | -16 | -5 | -1 | 10
CCc1ccc(-c2cc(C(=O)N/N=C/c3c[nH]c4ccccc34)[nH]n2)cc1 | 60* | -36 | -61 | -17 | -64 | 34 | 18 | -4 | 59* | -94 | -23
CCOC(=O)C1CCCN(C(=O)CCc2nc3sc4c(c3c(=O)[nH]2)CCCC4)C1 (stereo not drawn) | 7 | -4 | 3 | -12 | -4 | 16 | 30 | -5 | 2 | -5 | -23
O=C(c1ccc(Cl)cc1)c1ccc(Oc2cc(NN3CCCCC3)c([N+](=O)[O-])cc2[N+](=O)[O-])cc1 | -5 | 8 | 7 | 1 | 6 | 11 | 29 | -2 | -19 | -1 | -18
Fc1ccccc1OCCCCN1CCCCC1 | 7 | 4 | -1 | -1 | -10 | -16 | 7 | -40 | -24 | 20 | -14
COc1ccc(/C=C(\C#N)C(=O)NCc2ccccc2)cc1O | 5 | 11 | 2 | -2 | 7 | -26 | 2 | 3 | -41 | -9 | 0
CCn1c(COc2ccccc2)nnc1SCc1ccc(C#N)cc1 | 5 | 12 | 24 | -9 | 7 | -11 | -2 | 0 | 6 | 4 | 0
Cc1cc(NC(=O)c2ccc3c(c2)OCCO3)no1 | 87* | . | -79 | . | -75 | 40 | -2 | 60* | 77* | -149 | -13
O=C(Nc1ccc(Br)cc1)c1cccc(S(=O)(=O)Nc2ccccn2)c1 | 4 | 24 | -20 | 2 | 3 | 6 | 3 | 11 | 23 | 9 | 4
Going on with the list.
SMILES | C8 TRAIL sens | NR2F2 inh | NCOA3 inh | NCOA2 inhibitor | NCOA1 inh | TROY NFkB inh | CF NFkB block | EBV LMP1 NFkB | TWEAK Fn14 block | NR5A2 inv ag | KKLEB tox
CC(=O)Nc1cccc(/C(C)=N/NS(=O)(=O)c2ccccc2)c1 | -31 | -5 | 14 | -17 | 0 | 8 | -7 | 4 | 16 | -14 | 12
O=C(CCl)Nc1cccc(S(=O)(=O)NC2=NCCCCC2)c1 | 15 | -24 | -4 | 7 | -11 | 4 | -7 | -60 | 0 | 19 | -18
COc1cccc(C(C)NC(=O)Nc2ccccc2Cl)c1 (stereo not drawn) | 19 | 26 | 24 | 23 | -12 | 15 | 10 | 4 | 26 | 17 | -6
CC(=O)n1cc(/C=N/NC(=O)c2ccccc2O)c2ccccc21 | 1 | -33 | -41 | -67 | -56 | -46 | 0 | -7 | -7 | -37 | 6
Cc1cc(C)n(CC(=O)N2CCCC(N3CCN(Cc4ccc5c(c4)OCO5)CC3)C2)n1 (stereo not drawn) | 9 | 5 | 15 | 3 | 2 | -11 | -6 | 8 | 8 | -8 | -4
O=C(COc1ccc(S(=O)(=O)NC2CCCCC2)cc1)N1CCN(c2cccc(Cl)c2)CC1 | 28 | 57* | 26 | 25 | 8 | 33 | -8 | 5 | 31 | 16 | 6
O=C(CCC(=O)c1ccc(F)cc1)NCc1ccccc1C(F)(F)F | -2 | 6 | -5 | -2 | 10 | -11 | 1 | 1 | 4 | -17 | -2
O=C(CN1CCN(Cc2ccccc2)CC1)Nc1ccccc1 | -3 | 21 | -21 | 8 | -11 | -21 | 7 | -20 | 5 | -3 | -1

Looked up above:
Result of `Cc1cc(C)n(CC(=O)N2CCCC(N3CCN(Cc4ccc5c(c4)OCO5)CC3)C2)n1` (stereo not drawn) in NCOA2 inhibitor: 3
Result of `COc1cccc(C(C)NC(=O)Nc2ccccc2Cl)c1` (stereo not drawn) in NCOA3 inh: 24
